12-LOX inh: blocks human arachidonate 12S-lipoxygenase; purified 12hLO, xylenol orange hydroperoxide absorbance; P18054; hit rate 1.1% among 580,000; AID 1671190; Potency, µM (top dose mostly 108 µM), without a hit: at the highest dose activity change, negative = inhibition, hits mostly inhibitors; also: potency is read from the fitted curve at half-maximal effect; % is scaled to controls: 0 for no effect and ±100 for the full control effect
Target sequence (P18054 whole entry, looked up): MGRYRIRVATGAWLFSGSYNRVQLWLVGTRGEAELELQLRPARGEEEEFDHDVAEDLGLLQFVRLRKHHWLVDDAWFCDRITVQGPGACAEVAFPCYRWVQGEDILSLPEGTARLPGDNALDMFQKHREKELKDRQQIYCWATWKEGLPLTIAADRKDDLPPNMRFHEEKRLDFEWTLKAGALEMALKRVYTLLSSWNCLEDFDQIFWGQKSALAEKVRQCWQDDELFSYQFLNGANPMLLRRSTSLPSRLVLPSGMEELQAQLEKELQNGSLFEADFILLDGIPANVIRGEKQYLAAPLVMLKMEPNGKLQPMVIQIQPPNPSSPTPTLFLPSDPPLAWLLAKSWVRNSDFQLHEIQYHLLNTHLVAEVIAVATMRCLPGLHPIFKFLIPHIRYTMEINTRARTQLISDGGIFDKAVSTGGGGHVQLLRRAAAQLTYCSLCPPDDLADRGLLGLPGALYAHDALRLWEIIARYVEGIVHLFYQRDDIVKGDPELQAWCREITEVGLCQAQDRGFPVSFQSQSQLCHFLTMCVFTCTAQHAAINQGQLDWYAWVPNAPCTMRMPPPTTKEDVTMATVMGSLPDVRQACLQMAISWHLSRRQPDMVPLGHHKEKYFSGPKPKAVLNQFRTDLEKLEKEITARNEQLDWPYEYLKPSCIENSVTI
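Purified human 12hLO (150 nM final) in 25 mM Hepes, 0.01% Triton X-100, pH 7.0 was preincubated 15 min at room temperature with compound. Then 40 uM arachidonic acid was added, 30 min. Hydroperoxide was read by Fe-XO absorbance ratio 573/405 nm.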
Glioma ERSR ind: induces the endoplasmic reticulum stress response in human glioma cells | U87-MG GRP78 promoter luciferase reporter, 16 h | hit rate 0.02% among 420,000 | Potency, µM, inactives show top-dose activation, usual class: activators; also: potency is read from the fitted curve at half-maximal effect; series mostly up to about 76 µM; % of control where 0% means no effect; nearly all actives have a fitted effect of over 35% in size
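ERSR induction read as luciferase luminescence (Bright-Glo, 10 min at room temperature) in stably transfected human U87-MG glioma cells exposed to compounds for 16 h, using GRP78 as sensor.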
D2 antagonist: D2 dopamine receptor (human) antagonism; P14416; HEK293 TREx D2 cells, calcium flux, dopamine EC80; inhibition, % at 10 µM; hit rate 2% among 340,000; AID 485344; in the data active = inhibition above about 30%; also: 0% is about no effect
Target sequence (P14416 whole entry, looked up): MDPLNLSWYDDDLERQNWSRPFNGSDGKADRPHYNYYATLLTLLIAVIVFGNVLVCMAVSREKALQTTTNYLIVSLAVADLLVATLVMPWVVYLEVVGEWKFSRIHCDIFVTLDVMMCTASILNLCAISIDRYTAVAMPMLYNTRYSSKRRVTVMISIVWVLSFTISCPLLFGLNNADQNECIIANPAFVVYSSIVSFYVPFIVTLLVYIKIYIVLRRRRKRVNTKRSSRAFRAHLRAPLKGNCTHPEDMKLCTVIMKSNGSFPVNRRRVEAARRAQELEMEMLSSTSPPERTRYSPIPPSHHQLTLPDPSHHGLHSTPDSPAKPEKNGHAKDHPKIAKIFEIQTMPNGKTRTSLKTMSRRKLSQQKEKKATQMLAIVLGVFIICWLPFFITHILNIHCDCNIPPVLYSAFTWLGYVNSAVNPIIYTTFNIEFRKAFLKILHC
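Antagonism is scored as inhibition of an EC80 dopamine-evoked calcium signal in a force-coupled, tetracycline-inducible HEK293 T-REx D2 line, with compound present 180 s before agonist.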
RGS4 inhibitor: blocks human RGS4-accelerated GTP hydrolysis; Transcreener GDP fluorescence polarization, RGS4-accelerated GTP hydrolysis; Potency, µM (series often up to 114 µM), inactives show at the highest dose activity change, negative = inhibition, usual class: inhibitors; hit rate 0.039% among 390,000; also: potency is read from the fitted curve at half-maximal effect; % is scaled to controls: 0 for no effect and ±100 for the full control effect; nearly all actives have a fitted effect of over 75% in size; some results filed as inactive show a strong effect at the top dose
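MLSMR compounds (23 nl, pin-transferred) preincubated 10 min at room temperature with a 500nM (2x) first reagent, then RGS4 at 900nM (2x) plus Transcreener GDP mix added; fluorescence polarization (620/688 nm) read before and after 90 min at 30 °C.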
LDHA inh: blocks human lactate dehydrogenase A | purified LDHA, NADH/diaphorase-resazurin fluorescence; active compounds read low | hit rate 0.15% among 480,000 | activity change, % (values are at about 110 or 230 µM); in the data active = activity change below about -30%; inconclusive = mostly about -25% to -30%;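 also: plate controls were DMSO wells for no effect and wells without enzyme for full effect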
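Enzyme activity of human lactate dehydrogenase 5 (2 nM; 0.06 mM NADH, 0.2 mM pyruvate, 5 min, RT) is measured via a resazurin/diaphorase fluorescence readout of residual NADH.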
Vif-A3G inh: blocks the Vif interaction with human APOBEC3G; HeLa A3G-eYFP + Vif (tagged APOBEC3G with the HIV-1 protein that degrades it), YFP fluorescence, overnight; Potency, µM (doses to about 46.1 µM), for the others: top-dose activity, negative = active, actives largely listed as inhibitors; hit rate 0.076% among 410,000;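 also: potency is read from the fitted curve at half-maximal effect; % is scaled to controls: 0 for no effect and ±100 for the full control effect; nearly all actives have a fitted effect of over 60% in size; hits raise eYFP signal because A3G escapes Vif-driven loss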
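HeLa cells stably expressing Vif and C-terminally eYFP-tagged A3G, seeded overnight at 37 deg C, then exposed to compound by pintool overnight at 37 deg C. Rise in yellow fluorescence (Ex 488/Em 500-530, Acumen) marks blocked Vif-driven A3G degradation.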
Vif-APOBEC3F blk: inhibitors of Vif-A3F interaction | hit rate 0.2% among 390,000 | HeLa A3F-eYFP + Vif (tagged APOBEC3F with the HIV-1 protein that degrades it), YFP fluorescence increase | Potency, µM (highest dose often 46.1 µM), without a hit: at the top dose activity, negative = active; also: potency is read from the fitted curve at half-maximal effect; % of control where 0% means no effect; nearly all actives have a fitted effect of over 65% in size
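Fluorescence increase (Ex 488/Em 500-530) after overnight compound treatment at 37 deg C flags inhibition of Vif-driven A3F-eYFP loss in stable HeLa A3F-eYFP/Vif cells seeded overnight beforehand.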
D2 ag: agonists of human D2 dopamine receptor; P14416; HEK293 T-REx D2 cells, calcium flux agonist mode; activation, % at 2 µM; hit rate 0.53% among 340,000; AID 485358;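 active = activation over 3 SD above normal in the single-dose calcium agonist read, cut at about 30% in these data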; also: 0% is about no effect
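In this primary screen, compounds producing a positive calcium signal within 180 s of addition to tetracycline-induced, force-coupled HEK293 Trex D2 cells are flagged; cells are dye-loaded with a no-wash calcium kit beforehand.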
ERG-DNA inh: blocks human ERG Ets domain binding to DNA | Potency, µM (highest dose often 76.9 µM), inactives show at the highest dose FP activity, negative = inhibition, usual class: inhibitors | hit rate 0.028% among 370,000 | AID 624246 | P11308 | fluorescence polarization, His-ERG Ets domain / labelled DNA; active = well fitted inhibition curve with a large enough effect in the polarisation, with a control signal flat; inconclusive = small, poorly fitted or top-dose-only effect, or effect the other way, or a change in a side signal; inactive = no such curve, though single readings can be large or run the other way; the % refers to the polarisation;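 also: polarization taken with two DNA probes labelled with fluorescein and Texas red; potency is read from the fitted curve at half-maximal effect; % of control where 0% means no effect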
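His-tagged ERG Ets domain (1 uM in the protein solution; 300mM KCl, 50mM Tris-HCl, 1mM EDTA, 1mM DTT, pH 7.5) received compound, then a probe mix of 5 nM fluorescein-DNA and 100nM Texas-615-DNA. Fluorescence polarization was read for both dyes.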
* marks the source's active call; other numbers are inactive results; ? = inconclusive; . = no result given; & = joins results of further samples; [ ] = another dose, or the depositor's remark. Unless noted, calls follow the shape of the dose curve; as a rule, active = well fitted curve in the direction sought with a large enough effect; inconclusive = small, poorly fitted or top-dose-only effect, or another doubt; inactive = no such curve, though single readings can be large; an effect the other way counts as inactive or inconclusive. Some of the compounds tested; the hit share may differ from the screen's.

SMILES | 12-LOX inh | Glioma ERSR ind | D2 antagonist | RGS4 inhibitor | LDHA inh | Vif-A3G inh | Vif-APOBEC3F blk | D2 ag | ERG-DNA inh
N#C/C(=C(/O)Cc1ccccc1)P(=O)(c1ccccc1)c1ccccc1 | ? | 3% | 4 | -30% | 0 | 0% | 1% | -0.3 | 0%
CC(C)[C@H](NS(=O)(=O)c1ccc2c(c1)OCCO2)C(=O)OCC(=O)Nc1cccc(Cl)c1Cl | -15% | -2% | -17 | 16% | 3 | -5% | 3% | -0.8 | 3%
CC1(C)CC(NC(=O)c2cc(Cl)ccc2Cl)CC(C)(C)N1 | 14% | 2% | . | -21% | -1 | 4% | 8% | . | 0%
CCOc1ccc(S(=O)(=O)N(C(C)=O)c2ccc3oc(C)c(C(=O)OC)c3c2)cc1 | -23% | -3% | . | 5% | 7 | 11% | 0% | 1.1 | 10%
CN(C)c1ccc(CNC(=O)c2ccccc2NC(=O)c2nsc3ccccc23)cc1 | -11% | -2% | . | -6% | 4 | 3% | -4% | . | 10%
Fc1ccc(Nc2ncnc3sc4c(c23)CCC4)cc1 | ? | -1% | -7 | -14% | -3 | -10% | 0% | -0.7 | 10%
COc1cccc2cc(C(=O)N3CCN(c4cc(C)ccc4C)CC3)c(=O)oc12 | 72%&0%[activator] | 5% | . | -11% | -1&-1 | -7% | -3% | 0.9 | 0%
CC(C)(C)c1cc(CCC(=O)NCC2CCCO2)cc(C(C)(C)C)c1O (stereo not given) | 9% | 2% | -10 | -37% | 1 | 3% | 2% | -0.7 | -2%
COCCCNC(=O)CCn1c(=O)c2ccccc2n(CC(=O)Nc2ccc(C)cc2C)c1=O | 0% | 0% | 27 | -16% | 3 | 0% | 3% | 3.5 | -2%
O=C(Cn1cc([N+](=O)[O-])cn1)N1N=C(C(F)F)CC1(O)C(F)F (stereo not given) | -2% | 0% | 4 | -17% | -10 | 1% | -10% | 1.9 | 3%
COc1ccc2nc(-c3ccccn3)[nH]c2c1 | -10% | -7% | . | 1% | 3 | -1% | 1% | . | 1%
Cc1cccc(NC(=O)c2sc(-n3nc(C)c(CCC(C)C)c3C)nc2C)c1C | 3% | -3% | . | -6% | -3 | -3% | 4% | 1.3 | 0%
O=[N+]([O-])c1cccnc1N/N=C/c1ccccc1O | -1% | 0% | 0 | -1% | -7 | 1% | ? | 4.1 | -5%
COc1ccc(CNC(=O)c2cc(C(=O)C3CC3)c[nH]2)cc1 | 3% | -4% | 8 | 4% | -1 | 0% | 0% | -0.2 | 14%
Cc1cc2ncn(C(=O)c3c(-c4ccccc4)noc3C)c2cc1C | 7% | -3% | -6 | -33% | -2 | -12% | -1% | 0.1 | .
C#CC1(O)CC(C)N(C)C(C)C1 (stereo not given) | 5% | -6% | -9 | 14% | -2 | 2% | 0% | -0.5 | 4%
CC(C)Oc1snc(Cl)c1C(N)=O | 2% | -1% | -8 | 6% | -7 | 0% | -7% | 0.1 | -3%
CCOC(=O)C1=C(C)NC(C)=C(C(=O)OCC)C1C(=O)OCC(=O)N(CC)C1CCS(=O)(=O)C1 (stereo not given) | 7% | -2% | -9 | 14% | 0 | 0% | 6% | 2.4 | -4%
COc1cccc(-c2nc(CS(=O)(=O)CC(=O)Nc3c(C)cccc3C)c(C)o2)c1 | 32%[activator] | 8% | -12 | 3% | -4 | 0% | -3% | 0.7 | 0%
O=C(NCC1CCCO1)c1ccc2c(c1)N(Cc1ccccc1)C(=O)CS2=O (stereo not given) | -2%[57.4 µM] | -1% | 7 | ? | 4 | -5% | -9% | 0.2 | 3%
CCc1ccc(NC(=O)CCc2c(C)nc3nc(-c4cc(OC)cc(OC)c4)nn3c2C)cc1 | -11% | -2% | . | 21% | -2 | 1% | 5% | 0.2 | -11%
COc1ccc2oc(C(=O)OCC(=O)N3CCCC3=O)c(C)c2c1 | -23% | -1% | 3 | -15% | -1 | 2% | -4% | -0.4 | -10%
COc1cccc(C2CC(c3ccccc3OC)n3ncnc3N2)c1 (stereo not given) | 370%[activator] | -6% | 3 | -7% | 0 | -30% | -9% | 0.2 | 6%
COc1ccc(NC(=O)CSc2nnc3ccc(-c4ccccn4)nn23)c(OC)c1 | -14% | -5% | 16 | 9% | -9 | -1% | -2% | -0.7 | -5%

Taken from above:
`O=C(NCC1CCCO1)c1ccc2c(c1)N(Cc1ccccc1)C(=O)CS2=O` (stereo not given) in 12-LOX inh → -2%[57.4 µM]
`COc1ccc2oc(C(=O)OCC(=O)N3CCCC3=O)c(C)c2c1` in Vif-A3G inh → 2%
`COc1cccc2cc(C(=O)N3CCN(c4cc(C)ccc4C)CC3)c(=O)oc12` in RGS4 inhibitor → -11%

Further compounds follow:
SMILES | 12-LOX inh | Glioma ERSR ind | D2 antagonist | RGS4 inhibitor | LDHA inh | Vif-A3G inh | Vif-APOBEC3F blk | D2 ag | ERG-DNA inh
CSc1cc(-c2ccccc2)n(Cc2ccccc2Cl)c(=O)c1C#N | 176%[activator] | -5% | 0 | 11% | -9 | ? | -5% | 1.0 | 1%
Cc1ccc(CN(C)C(=O)C2CCC(=O)N(C3CCCCCC3)C2)cc1 (stereo not given) | 8% | 0% | 1 | 6% | -3 | -7% | -5% | 0.4 | -9%
CN(Cc1nc(-c2ccccn2)no1)S(=O)(=O)c1ccc(Cl)cc1 | 6% | 1% | -5 | 15% | -4 | -1% | -14% | 0.3 | 0%
Cc1ccc(/C=C/C(=O)O)cc1S(=O)(=O)N(C)CCO | -2% | -5% | 6 | 11% | 0 | 2% | 5% | 0.3 | 2%
Cc1cc(S(=O)(=O)NCc2ccccc2)ccc1OCC(=O)NCc1ccncc1 | 22% | -5% | -6 | -23% | -5 | 0% | 0% | -0.1 | 13%
O=C(CCC1CCN(C(=O)CC2=CCCCC2)CC1)NCc1ccc(F)cc1 | 5% | -3% | . | . | 1 | -2% | 0% | . | .
N#CCSc1nnc2c(Cl)cc(Cl)cn12 | 18% | -1% | 22 | 7% | 1 | 1% | -13% | 0.1 | 5%
O=C(COc1ccccc1F)NCc1nc2ccccc2[nH]1 | -4% | -2% | -8 | 5% | 2 | -6% | 1% | -0.8 | -6%
O=C(Nc1nc(-c2ccco2)c(-c2ccco2)s1)C1CCC1 | 11µM* | 3% | -1 | -24% | 1 | -14% | 0% | -0.3 | 6%
COc1ccc(CCN(C)CC(=O)Nc2ccc(F)c(Cl)c2)cc1OC | -2% | -4% | . | 23% | 0 | -2% | ? | . | -6%
CCN(NC(=O)C(O)(c1ccccc1)c1ccccc1)C(=O)c1ccccc1 | -20% | -5% | 0 | -3% | -7 | 2% | -1% | 2.3 | 1%
COc1ccc(OCCn2c(C)nc3cc(C)c(C)cc32)cc1 | 37%&-16%[activator] | -1% | . | -17% | 2&-1 | 3% | -4% | -1.1 | 1%
CC(C)c1nc2ccc(C(=O)NC(C)c3ccccc3)cc2o1 (stereo not given) | 3% | 1% | . | -19% | 5 | 2% | 0% | -0.9 | -2%
CCOC(=O)N1N=C(c2ccccc2)CC1(O)C(C)(F)F (stereo not given) | -5% | -3% | 1 | -1% | 0 | 0% | -11% | -0.4 | 0%
CCOC(=O)CSc1nc2sc3c(c2c(=O)n1Cc1ccccc1)CC(C)CC3 (stereo not given) | -7% | -4% | . | -10% | -5 | 8% | 4% | 1.1 | -15%
O=C1CCCN1CC(O)CS(=O)(=O)Cc1ccc(Cl)cc1 (stereo not given) | 40%[activator] | -2% | . | 9% | 1 | 0% | 14% | . | 0%
CCOC(=O)C1(Cc2ccccc2C)CCCN(S(=O)(=O)CC)C1 (stereo not given) | 0% | -3% | -13 | 6% | -15 | -2% | 2% | -1.3 | 1%
Cc1ccc(NC(=O)CSc2cn[nH]n2)cc1 | -10% | -6% | 0 | 19% | -6 | -1% | 18% | -1.0 | 2%
COc1ccc(CNC(=O)C(NC(C)=O)C(=O)Nc2ccc(OC)cc2)cc1 (stereo not given) | -18% | -6% | 14 | 36% | -2 | 0% | 5% | 0.7 | 0%
O=C(NCCc1ccc(C(F)(F)F)cc1)C1COc2ccccc2O1 (stereo not given) | -3% | -2% | -1 | 4% | -2 | -1% | 0% | -1.4 | 4%
CCN(CC)CCCNC(=O)c1cc(-c2ccc(O)cc2)on1 | 16% | -2% | -10 | -17% | 2 | 3% | 3% | -0.5 | -7%
O=C(c1ccc2c(c1)OCO2)N1CCN(S(=O)(=O)N2CCCCC2)CC1 | 0% | 17% | 1 | -3% | -4 | 5% | 2% | 0.3 | 5%
Cc1ccc(S(=O)(=O)N(C)CCCC(=O)Nc2ccc(F)cc2)cc1 | -20% | -4% | -2 | 11% | -7 | -1% | 4% | 0.0 | -2%
Cc1ccc(S(=O)(=O)Nc2ccc(C(=O)NCCCN3CCOCC3)cc2)cc1[N+](=O)[O-] | 2% | -4% | -11 | 3% | -5 | -1% | 7% | 0.3 | 0%
CCOC(CNc1c([N+](=O)[O-])c(=O)n(C)c(=O)n1C)OCC | -6% | -5% | -2 | -4% | -18 | 1% | -13% | 0.2 | .
CC1CCN(Cc2c(C(=O)N/N=C/c3ccc(C(C)(C)C)cc3)nnn2-c2nonc2N)CC1 | -2% | 0% | -1 | 8% | -6 | -7% | -5% | 0.4 | -3%
